Compound activity deposited in PubChem BioAssay by University of Kansas High Throughput Screening Laboratory.
mHTT-CaM PPI inh = mutant huntingtin-calmodulin interaction inhibitors – biochemical, AlphaScreen, primary screen; 3.6% of 190,000 active; AlphaScreen His-mHTT/GST-CaM binding, luminescence; inhibition, % at 15 µM;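 also: 0% = both proteins with DMSO and 100% = one protein alone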
Pf apPOL block = Pf-apPOL inhibitors, biochemical, fluorescence. 0.25% of 210,000 active. Plasmodium falciparum apicoplast DNA polymerase (apPOL). Recombinant Pf-apPOL, molecular beacon fluorescence, 1.5 h. inhibition, % at 10 µM
Numbers without * were called inactive; i = inactive; . = no result given; + = active, no number; & = joins results of further samples. Rule as the data show it: active = inhibition above about 50%; inactive = the rest.

SMILES | mHTT-CaM PPI inh | Pf apPOL block
Cc1ccc(S(=O)(=O)NC(=O)Nc2cc(C(F)(F)F)ccc2NCCNC(=O)OC(C)(C)C)cc1 | . | -8
Cc1onc(-c2ccccc2)c1C(=O)NCc1cccnc1 | -1 | 0
CS(=O)(=O)c1ccc2nc(NC(=O)c3ccc(Cl)c(Cl)c3)sc2c1 | -3 | -10
COc1cc(OC)c(C=Nc2cc([N+](=O)[O-])ccc2C)cc1Br | 1 | 3
O=C(CCC(=O)N1CCCn2nc(-c3ccc(Cl)cc3)cc2C1)c1ccc(F)cc1 | 25 | 0
COc1cccc(C2C(C(=O)Nc3ccc(C)cc3C)=C(C)Nc3nnnn32)c1 (configuration not stated) | 2 | 2
COc1ccc(CC(=O)Nc2cccc(C(=O)NCC(C)C)c2)cc1 | 8 | -8
Cc1ccc(CN(Cc2cccnc2)C(=O)Nc2ccc(Cl)c(Cl)c2)cc1 | 81* | -15
NC(=O)Cc1ccc(Br)cc1 | 2 | 1
CCCn1cc(C(=O)O)c2cc(OC)c(OC)cc2c1=O | -1 | -9
O=C1CN(/N=C/c2ccc(-c3ccc([N+](=O)[O-])cc3)o2)C(=O)N1 | . | -15
O=C(CC1CCCC1)Nc1cnc(N2CCOCC2)nc1 | 2 | 0
O=C(CCC1NC(=O)c2ccccc2NC1=O)NC1=NCCS1 (configuration not stated) | -10 | -12
NC(=S)NN=CCc1nnnn1-c1ccc(Cl)cc1 | . | 9
O=C(NCc1ccco1)N1CCC(n2c(C3CCCC3)nc3cccnc32)C1 (configuration not stated) | 7 | 15
NC[C@@H]1O[C@H](C23CC4CC(CC(C4)C2)C3)Cc2c1ccc(O)c2O | . | -11
CCC(=O)Nc1c2c(nn1-c1ccc([N+](=O)[O-])cc1)CS(=O)(=O)C2 | -3 | -1
O=C1NC(=O)C2(COC(c3ccccc3)OC2)S1 (configuration not stated) | -11&-4 | -5
COc1ccc(C2=N/C(=C/c3ccc4c(c3)OCO4)C(=O)O2)c(Br)c1 | 3 | 0
O=C(NCCCc1ccccc1)C1(n2cccc2)CCCCC1 | 51* | -6
CCOc1cc(CN2CCN(Cc3ccc4c(c3)OCO4)CC2)ccc1O | -1 | -5
O=C(c1ccccc1Br)N1CCN(c2nc(CN3CCCC3)cs2)CC1 | 12 | -2
CCOc1cc(/C=C2/NC(=O)NC2=O)c(Br)cc1O | 4 | -12
COc1ccc2nc(N)sc2c1 | -2 | .
O=C(NC1CCCC1)C(=O)c1c[nH]c2ccccc12 | 1 | -8

Continued; the last 2 above are carried over.
SMILES | mHTT-CaM PPI inh | Pf apPOL block
COc1ccc2nc(N)sc2c1 | -2 | .
O=C(NC1CCCC1)C(=O)c1c[nH]c2ccccc12 | 1 | -8
CSc1nnc(-c2nn(C)c3c2CN(C(=O)c2ccoc2)CC3)n1C | -3 | -5
CC(=O)N1CCN(C(=O)c2cc3sccc3n2CCOc2ccccc2)CC1 | 39 | -1
CC(=O)c1ccc(NC2=C(n3nnc4ccccc43)C(=O)c3ccccc3C2=O)cc1 | 13 | -1
NC(=O)c1cccnc1N1CCCCC1 | -5 | 2
CC1(C)CC2(CCS1)N1CC3(C)CN2CC(C)(C1)C3=O (configuration not stated) | 0 | .
COc1ccc(NC(=O)N2CCc3c(c(COCc4ccc(Cl)cc4)nn3C)C2)cc1 | 58* | -2
CCN(CC)CCNC(=O)C1c2ccccc2C(=O)N(CCOC)C1c1ccc(F)cc1 (configuration not stated) | 0 | -4
COc1ccc(NC(=O)CSc2nc3[nH]ncc3c(=O)n2-c2ccc(Cl)cc2)cc1OC | 27 | -10
CC(=NC1CC1)C1=C(O)c2ccccc2C1=O | -5 | 7
COc1ccc(C2CC(C(F)(F)F)n3nc(C(=O)Nc4cccc(Cl)c4)cc3N2)cc1 (configuration not stated) | 8 | -4
CCC[C@H]1CN(c2ccccc2)C(=O)[C@@H]1CC(=O)Nc1ccc(Br)cc1 | 0 | 3
COc1ccc(Cl)cc1NC(=O)CSc1nc2c(c(=O)n1-c1ccccc1)SCC2 | 4 | -7
COc1ccc2cc3cc(C(=O)Nc4ccccc4C)oc3nc2c1 | -6 | -1
CN(C)Cc1c(O)ccc2c(=O)c(-c3ccccc3Cl)c(C(F)(F)F)oc12 | 0 | 0
O=C1NCCN1C(=O)N(c1ccccc1)c1ccccc1 | -5 | .
Cc1cc(C)n(-c2ccc(C(=O)NCc3ccc(F)cc3)cn2)n1 | 2 | -1
O=C(c1cnn2cc(Br)cnc12)N1CCCC1c1cccc(F)c1 (configuration not stated) | 25 | -5
O=C(c1ccco1)N1CCC(Nc2ncnc3c2CCC3)C1 (configuration not stated) | -8 | -8
CNS(=O)(=O)CCCOc1ccc2c(c1)OCO2 | -4 | 1
NC(=O)c1ccc(NC(=O)c2ccc(-c3ccccc3)cc2)cc1 | 2 | -1
CCOc1ccc(N(CC(=O)NCc2ccccc2)S(C)(=O)=O)cc1 | -2 | 1
COc1cc(OC)c2ccc(=O)oc2c1C(CCN1CCOCC1)c1ccc(N(C)C)cc1 (configuration not stated) | 47 | -8
Cc1cn2c(=O)c(NC(=O)c3ccccc3C)c(C)nc2s1 | -4 | -1
Oc1c(C=Nc2cccc(F)c2)[nH]c2ccc(Br)c(Cl)c12 | 9 | -8
Cc1ccccc1NC(=O)NCCSc1ncc(-c2ccccc2)[nH]1 | 1 | -9

Part of the list above in order of SMILES length, lowest first:
SMILES | mHTT-CaM PPI inh | Pf apPOL block
NC(=O)Cc1ccc(Br)cc1 | 2 | 1
NC(=O)c1cccnc1N1CCCCC1 | -5 | 2
CNS(=O)(=O)CCCOc1ccc2c(c1)OCO2 | -4 | 1
O=C(CC1CCCC1)Nc1cnc(N2CCOCC2)nc1 | 2 | 0
O=C1NCCN1C(=O)N(c1ccccc1)c1ccccc1 | -5 | .
O=C(NCCCc1ccccc1)C1(n2cccc2)CCCCC1 | 51* | -6
CCOc1cc(/C=C2/NC(=O)NC2=O)c(Br)cc1O | 4 | -12
O=C(c1cnn2cc(Br)cnc12)N1CCCC1c1cccc(F)c1 (configuration not stated) | 25 | -5
Oc1c(C=Nc2cccc(F)c2)[nH]c2ccc(Br)c(Cl)c12 | 9 | -8
O=C(c1ccccc1Br)N1CCN(c2nc(CN3CCCC3)cs2)CC1 | 12 | -2
CC(=O)N1CCN(C(=O)c2cc3sccc3n2CCOc2ccccc2)CC1 | 39 | -1
O=C(NCc1ccco1)N1CCC(n2c(C3CCCC3)nc3cccnc32)C1 (configuration not stated) | 7 | 15
COc1ccc(C2=N/C(=C/c3ccc4c(c3)OCO4)C(=O)O2)c(Br)c1 | 3 | 0
CN(C)Cc1c(O)ccc2c(=O)c(-c3ccccc3Cl)c(C(F)(F)F)oc12 | 0 | 0
COc1ccc(NC(=O)N2CCc3c(c(COCc4ccc(Cl)cc4)nn3C)C2)cc1 | 58* | -2
O=C1CN(/N=C/c2ccc(-c3ccc([N+](=O)[O-])cc3)o2)C(=O)N1 | . | -15
CC(=O)c1ccc(NC2=C(n3nnc4ccccc43)C(=O)c3ccccc3C2=O)cc1 | 13 | -1
COc1ccc(C2CC(C(F)(F)F)n3nc(C(=O)Nc4cccc(Cl)c4)cc3N2)cc1 (configuration not stated) | 8 | -4

Next compounds
SMILES | mHTT-CaM PPI inh | Pf apPOL block
O=C(NCc1ccc2c(c1)OCO2)C1CC(c2c(F)cccc2Cl)=NO1 (configuration not stated) | -5 | -4
COc1ccc(CNC(=O)C2CCCN(c3nnc4ccccn34)C2)c(OC)c1 (configuration not stated) | 3 | -6
COc1ccc(NC(=O)N2CC(C)Oc3ccc(C)cc32)cc1 (configuration not stated) | 7 | -5
Cc1ccc([N+](=O)[O-])cc1NC1CC(O)C(CO)O1 (configuration not stated) | 5 | -10
O=C(NCCc1ccncc1)c1cccnc1N1CCNC(c2ccccc2)C1 (configuration not stated) | -3 | 2
O=C(Nc1cccc(F)c1)c1oc(=O)c2ccccc2c1-c1ccccc1 | -2 | -4
COC(=O)Nc1nc2ccc(C(=O)c3cccs3)cc2[nH]1 | 0 | -1&-11
O=C(CCCOc1ccc(Cl)cc1Cl)Nc1ncn[nH]1 | 5 | -6
Cc1cc(NC(=O)/C=C/c2ccc3c(c2)OCO3)nc2c1c(=O)oc1ccccc12 | 8 | -2
CCCOc1ccc(-c2nc3s/c(=C\c4cc(OC)c(OC)c(OC)c4)c(=O)n3n2)cc1 | 3 | -6
Cc1ccc(NC(=O)C2CCN(c3ccncc3)CC2)c(Cl)c1 | -9 | -8
CCCCCCCCN1[C@@H](CC(=O)OC)c2ccc(/C=C/C(=O)OC)cc2S1(=O)=O | 9 | -4
N#Cc1c(NC(=O)c2cc3cc(Br)ccc3oc2=O)sc2c1CCCC2 | -1 | -4
COc1ccc(NC(=O)CSc2nc3c(cnn3-c3ccccc3)c(=O)[nH]2)c(OC)c1 | -4 | 1
CC1CCCN(C(=O)c2ccc(Cl)c(Cl)c2)C1 (configuration not stated) | -1 | 0
CC(C)c1nc(CN2CCN(C3CCCCC3)CC2)cc(=O)[nH]1 | -6 | 1
CC1(C)OCC2(CO1)CN(C(=O)c1ccc(=O)[nH]c1)C2 | -6 | -3
Cc1noc(-c2nn(C)c3c2CN(C(=O)c2ccc(C(C)(C)C)cc2)CC3)n1 | 9 | -1
COc1ccc(OC)c(NC(=O)c2cc3cc4ccc(C)cc4nc3s2)c1 | -6 | -6
Cc1c(Cl)cccc1NC(=O)CSc1n[nH]c(N)n1 | 3 | -5
CC(C)NC(=O)C(=O)Nc1ccc(Br)cc1 | 1 | 2
Nc1nnnn1/N=C/c1cc(Br)ccc1O | + | .
CCN1C(=O)COc2ccc(-c3noc(-c4ccccc4C(F)(F)F)n3)cc21 | 0 | -4
Cc1nc(Cn2cccc2C(=O)Nc2cccc(Br)c2)no1 | -12 | -1
COc1ccc(-c2nnc(N3CCC(C(=O)Nc4ccc5c(c4)OCCO5)CC3)o2)cc1 | 19 | -3
Following part.
SMILES | mHTT-CaM PPI inh | Pf apPOL block
O=S(=O)(Nc1ccc(O)c(CN2CCCCC2)c1)c1ccccc1 | 2 | 1
Cc1noc(C2CCCCN2Cc2nc(-c3cccs3)no2)n1 (configuration not stated) | 0 | -3
CCOc1cc(C2NC(=O)c3ccccc3N2)ccc1O (configuration not stated) | -1 | -2
Nc1nonc1-c1nc2ccccc2n1CC(=O)Nc1ccc(Cl)c(Cl)c1 | 3 | 1
O=C(Nc1ccc(F)c(Cl)c1)C1CCc2nc(N3CCOCC3)ncc2C1 (configuration not stated) | 8 | -6
O=C(Nc1c2c(nn1-c1cccc(Cl)c1)CS(=O)C2)c1cccc(Br)c1 (configuration not stated) | 16 | -1
Cc1ccnc(N2C(=O)c3ccc([N+](=O)[O-])cc3C2=O)c1 | 5 | 6
CC1C(=O)N(c2cccc(Br)c2)CCN1C(=O)c1ccc(Cl)cc1 (configuration not stated) | 3 | -3
Cc1ccccc1Cn1cc(S(=O)(=O)N2CCOCC2)ccc1=O | -6 | 1
O=C(Nc1nnc(C23CC4CC(CC(C4)C2)C3)s1)c1ccccc1F | -4 | -4
COc1ccc(CCNC(=O)CSc2nc3sc(C)c(C)c3c(=O)n2C)cc1OC | -3 | 1
Cc1ccccc1NC(=O)N1CCCC1c1nc(-c2ccc(F)cc2F)no1 (configuration not stated) | -6 | -2
CN(C)C(=O)C1CCN(c2nc3ccc(-c4ccsc4)nc3s2)CC1 | 3 | -5
Cc1ccc(N2CCC(C(=O)NCCc3ccccc3)C2=O)cc1F (configuration not stated) | -5 | -6
O=C(NCc1ccccn1)c1ccc(CN2C(=O)C3CCCN3C(=O)c3ccccc32)cc1 (configuration not stated) | 35 | 0
COc1ccc(OC)c(CNC2CCCCCC2)c1 | -5 | 2
CC1CC(Nc2ccccc2)c2ccccc2N1C(=O)c1ccc([N+](=O)[O-])cc1 (configuration not stated) | 3 | -2
O=C(CSc1nc(-c2cccc([N+](=O)[O-])c2)cs1)N1CCOCC1 | -6 | -5
O=C(Cc1ccccc1Cl)NC1CC(O)C(CO)C1 (configuration not stated) | -2 | -3
Cn1c(C2CCN(C(=O)c3ccc(C(F)(F)F)cc3)C2)nc2ccncc21 (configuration not stated) | 18 | -2
Cc1ccc(NC(=O)c2cc(S(=O)(=O)N3CCc4ccccc4C3)ccc2F)cc1C | 2 | -4
O=C(NCc1cccnc1)C1CN(S(=O)(=O)c2cccnc2)CC12CCCCC2 (configuration not stated) | -6 | -3
CN(Cc1ccccc1)Cc1ccccn1 | 1 | -7
CC(=O)Nc1ccccc1C(=O)c1ccccc1C(=O)O | -9 | -8
C=CCNCCOc1cccc(CC)c1 | -2 | 0
Remaining list, next part
SMILES | mHTT-CaM PPI inh | Pf apPOL block
CCN1C(=O)Cc2ccccc2C1C(=O)NCc1cccs1 (configuration not stated) | -2 | -1
O=C(O)COc1ccc2nccnc2c1 | -4 | 0
NC(=S)N/N=C/c1c2ccccc2cc2ccccc12 | i | .
Cc1ccc2cc(NC(=O)C3CC(=O)N(Cc4ccc(F)cc4)C3)ccc2n1 (configuration not stated) | . | -14
Cc1nc(C)c(-c2ccnc(N=CNO)n2)s1 | . | -7
Cc1ccsc1C(=O)N1CCc2c(c(-c3nc(-c4ccccc4)no3)nn2C)C1 | 30 | -9
CCOc1ccccc1/C=C/C(=O)c1cccs1 | -12 | 5
COc1ccc(CN2C(=O)c3ccccc3CC2(C)C(=O)NC2CCCCC2)cc1 (configuration not stated) | -5 | 8
CCc1cccc(NC(=O)C2CCc3nc(N4CCOCC4)ncc3C2)c1 (configuration not stated) | 5 | -8
OCC1CCCCN1Cc1ccc(Cl)cc1 (configuration not stated) | 3 | -4
O=C1CCNCCN1[C@H](CO)c1ccccc1 | 5 | 0
CCOC(=O)C1CCC(CNC(=O)N2CCCC2c2cccc(C)c2)CC1 (configuration not stated) | 0 | -2
CCN1CCN(C(=O)CC(C)c2ccccc2)CC1 (configuration not stated) | -1 | -8
COc1ccc(C)cc1NC(=O)C1CCN(C(=O)c2ccc(Cl)cc2Cl)CC1 | 19 | 1
CCCOc1ccc(-c2cc(C(F)(F)F)c(C#N)c(SCC(=O)O)n2)cc1 | -15 | -2
COc1ccc(CCN2C(=O)CCC2(C)C(=O)NCCC(C)C)cc1OC (configuration not stated) | -6 | 0
COc1ccc(C2CCCN2C(=O)NC(C)C)cc1 (configuration not stated) | -9 | -4
